RmlCD inh 1536 = M. tuberculosis RmlC/RmlD coupled enzyme inhibitors, primary screen, biochemical, compound mixtures, 384-well, from 1536-well plates. dTDP-4-dehydrorhamnose reductase (Mycobacterium tuberculosis (strain ATCC 25618 / H37Rv)) …. RmlC+RmlD coupled enzyme assay, percent inhibition; primary screen in compound mixtures. inhibition, % at 3.6 µM. 160,000 tested, 0.03% active. AID 1533, 2009; in the data active means inhibition mostly above about 34%, no sharp cut-off; further: some results filed as inactive read as strong as hits
Target sequence (P9WH09 whole entry, looked up): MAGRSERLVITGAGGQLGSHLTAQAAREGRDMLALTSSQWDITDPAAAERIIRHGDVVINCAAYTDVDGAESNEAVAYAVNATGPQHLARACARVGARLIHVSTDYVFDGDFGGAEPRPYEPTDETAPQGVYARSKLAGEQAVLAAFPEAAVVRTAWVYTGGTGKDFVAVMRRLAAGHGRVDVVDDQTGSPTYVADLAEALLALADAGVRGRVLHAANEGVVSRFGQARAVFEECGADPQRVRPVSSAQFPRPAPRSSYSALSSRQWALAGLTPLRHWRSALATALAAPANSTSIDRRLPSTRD
Target sequence (P9WH11 whole entry, looked up): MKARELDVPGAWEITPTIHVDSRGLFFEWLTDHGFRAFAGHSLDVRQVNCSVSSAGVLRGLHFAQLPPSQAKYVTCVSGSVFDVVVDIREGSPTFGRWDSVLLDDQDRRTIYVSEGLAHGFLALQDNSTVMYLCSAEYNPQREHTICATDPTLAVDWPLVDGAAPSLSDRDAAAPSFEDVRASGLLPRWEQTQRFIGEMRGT
M. tuberculosis GlmU = inhibition of mycobacterial GlmU enzyme – biochemical, glucosamine-1-phosphate acetyltransferase (AID 1376); Bifunctional protein GlmU (Mycobacterium tuberculosis (strain ATCC 25618 / H37Rv)); M. tuberculosis GlmU acetyltransferase enzyme assay; higher % means a stronger effect; one-dose inhibition, %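 (tested at 30 µM in the primary screen)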; IC50 in µM for titrated hits; 220,000 tested, 0.25% active; in the data active means inhibition above about 13%;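 further: 0% = complete reaction with vehicle and 100% = reaction without substrate; strong numbers were not always called active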
Numbers without * were called inactive; / = no result given. An excerpt (hit frequency here may not be typical).

| mol | RmlCD inh 1536 | M. tuberculosis GlmU |
| --- | --- | --- |
| O=C(CCl)Nc1ccccc1Sc1ccc(Cl)cc1 | -4.0 | 1.5% |
| CNC(=O)c1[nH]cnc1C(=O)N[C@@H](CC(C)C)C(=O)OC(C)(C)C | / | 0.6% |
| Nn1c(SCC(=O)Nc2cccc(S(N)(=O)=O)c2)nnc1C1CC1 | -8.0 | -1.5% |
| O=C(COC(=O)CNC(=O)c1ccccc1F)Nc1cccnc1Cl | 10.0 | -6.3% |
| COc1ccc(NC(=O)[C@@H](NC(N)=O)C(C)C)cc1Cl | 2.9 | -4.0% |
| Cn1c(CCNC(=O)c2ccccc2)nc2cc(NC(=O)C3CCCCC3)ccc21 | 15.9 | 0.7% |
| CCn1cc(C(=O)OCc2cccc(Br)c2)c(=O)c2ccc(C)nc21 | / | 2.8% |
| Cc1ccc(N(C(C)C(=O)Nc2cccc(N(C)S(C)(=O)=O)c2)S(C)(=O)=O)cc1 (stereo unspecified) | -7.7 | -2.9% |
| CN(C)S(=O)(=O)c1ccc(C(=O)Nc2nc(-c3ccccc3)c(C(=O)c3ccccc3)s2)cc1 | 4.3 | -1.3% |
| CCCn1c(NC(=O)c2ccco2)nc2ccccc21 | -13.1 | -0.1% |
| CN(C)c1nc(N(C)C)nc(N(C#N)CCOc2ccccc2)n1 | / | -3.0% |
| COc1ccccc1-c1ccc(SCC(=O)N2CCOCC2)nn1 | -1.0 | 1.9% |

A run of entries taken from the entries so far:
| mol | RmlCD inh 1536 | M. tuberculosis GlmU |
| --- | --- | --- |
| O=C(CCl)Nc1ccccc1Sc1ccc(Cl)cc1 | -4.0 | 1.5% |
| CNC(=O)c1[nH]cnc1C(=O)N[C@@H](CC(C)C)C(=O)OC(C)(C)C | / | 0.6% |
| Nn1c(SCC(=O)Nc2cccc(S(N)(=O)=O)c2)nnc1C1CC1 | -8.0 | -1.5% |

Remaining list, next part
| mol | RmlCD inh 1536 | M. tuberculosis GlmU |
| --- | --- | --- |
| COc1ccc(Br)cc1CN(C)CC(=O)Nc1cccc(S(N)(=O)=O)c1 | / | 1.6% |
| O=C(O)CC1(CC(=O)Nc2ccc3ccccc3n2)CCCCC1 | 8.3 | 7.0% |
| CCOC(=O)CN1C(=O)C(Sc2n[nH]c(-c3ccc(O)cc3)n2)CCc2ccccc21 (stereo unspecified) | / | 3.2% |
| COc1cccc(-n2nnc3c(=O)n(CC(=O)N4CCC(Cc5ccccc5)CC4)cnc32)c1 | -6.4 | 0.9% |
| COc1ccc(CNC(=O)[C@@H]2CC=C[C@@H]3CCN(Cc4ccc(Cl)c(Cl)c4)C(=O)[C@@H]32)cc1 | / | 1.3% |
| Cc1cccc(C)c1NC(=O)c1cccc(COc2cc(Cl)ccc2Cl)c1 | -7.2 | 3.1% |
| Cc1ccc(NC(=O)CCC(=O)OC(C(=O)c2ccc(C)c(C)c2)c2ccccc2)c(C)c1 (stereo unspecified) | / | 1.5% |
| O=C(CSc1nnc(-c2cccnc2)n1-c1ccccc1)N1CCN(c2ccc(F)cc2)CC1 | -9.7 | -0.8% |
| CCOc1ccc(-c2nnc3ccc(SCC(=O)Nc4cc(C)on4)nn23)cc1 | 4.8 | -1.4% |
| Cc1cccc(-c2nnc(SCc3ccccc3)o2)c1 | / | -4.8% |
| O=C(O)c1cc(C(F)(F)F)nc2ccccc12 | / | 0.5% |
| CC(C)CNC(=O)c1oc2ccccc2c1COc1ccccc1 | 3.5 | -2.0% |
| Cc1ccc(NC(=S)NC2CCN(Cc3ccccc3)CC2)cc1 | -0.8 | -0.7% |
| Cc1onc(-c2ccccc2)c1CNS(=O)(=O)c1ccc(F)cc1F | -2.8 | -5.2% |
| CC(C)c1ccc(NCCC(=O)c2cccs2)cc1 | 6.0 | -1.4% |
| CCOc1ccc(Cl)cc1/C=N/O | -2.8 | 0.4% |
| Cc1ccc2c(c1)CC1(CN2C)C(=O)NC(=O)N(C(C)C)C1=O (stereo unspecified) | 43.1 | 2.3% |
| CCN(c1ccccc1)S(=O)(=O)c1ccc(OCC(=O)Nc2cc(C)on2)cc1 | 12.3 | -1.0% |
| COc1ccccc1N1CCN(C(=O)CSc2nc3ccccc3[nH]2)CC1 | 7.0 | -2.4% |
| CCOC(=O)[C@]1(C#N)[C@@H]2C=CC(C(C)=O)=CN2[C@@H](C(N)=O)[C@@H]1c1ccsc1 | -6.5 | -3.6% |
| COc1ccc(C(CNC(=O)c2cncc(Br)c2)N(C)C)cc1 (stereo unspecified) | -9.1 | 2.3% |
| CCN(c1ccccc1)S(=O)(=O)c1ccc(Cl)c(NC(=O)COC(=O)c2cc(O)c3ccccc3c2O)c1 | / | 10.3% |
| O=[N+]([O-])c1ccc(NC(=S)N2CCOCC2)cc1 | -5.8 | -2.5% |
| Cc1cc(F)ccc1S(=O)(=O)Nc1ncnc2sccc12 | -10.1 | 0.9% |

Complete entries, quoted from the list.
O=[N+]([O-])c1ccc(NC(=S)N2CCOCC2)cc1 in the list: RmlCD inh 1536: -5.8; M. tuberculosis GlmU: -2.5%
Cc1onc(-c2ccccc2)c1CNS(=O)(=O)c1ccc(F)cc1F in the list: RmlCD inh 1536: -2.8; M. tuberculosis GlmU: -5.2%

Carrying on.
| mol | RmlCD inh 1536 | M. tuberculosis GlmU |
| --- | --- | --- |
| CSc1nnc(-c2sccc2OCc2ccc(C)cc2)n1C | -6.1 | 0.3% |
| O=C(c1cc2n(n1)C(C(F)(F)F)CC(c1ccco1)N2)N1CCN(c2ccccn2)CC1 (stereo unspecified) | -6.0 | 1.3% |
| COc1ccc(-c2nc(C3CCCCC3)no2)cc1OC | / | 3.0% |
| CCCCCC(=O)NNC(=O)c1ccc(F)cc1 | 5.6 | 7.3% |
| CC(C)C(=O)Nc1cc(C(F)(F)F)ccc1N1CCOCC1 | / | 5.0% |
| CC(=O)c1ccc(N2CCN(C(=O)Cn3c(=S)[nH]c4ncccc4c3=O)CC2)cc1 | 12.2 | -3.6% |
| N=c1n(CCO)c2ccccc2n1CCOc1ccccc1 | -5.1 | -0.8% |
| O=C(CCCN1C(=O)/C(=C/c2ccccc2Cl)SC1=S)Nc1ccccn1 | / | 5.8% |
| COc1ccccc1NC(=O)COC(=O)/C=C/c1ccc2c(c1)OCO2 | 44.3 | -2.5% |
| COc1ccc(NC(=O)Cn2nc([N+](=O)[O-])c(Cl)c2C)cc1OC | 15.1 | 1.7% |
| Cc1cccc(N2C(=O)CC(N3CCOCC3)C2=O)c1 (stereo unspecified) | -3.7 | -0.5% |
| O=C(COC(=O)c1ccc2c(c1)OCO2)Nc1ncc(Cl)cc1Cl | -8.6 | 3.1% |
| COc1cccc(Nc2nc(N)nc(C(F)(F)F)n2)c1 | 37.3 | -2.6% |
| CC(=O)N1CCN(c2ccc(NC(=O)c3ccc(C)cc3)cc2)CC1 | -1.9 | 1.4% |
| CCS(=O)(=O)N1N=C(c2cccs2)CC1c1cc2cc(C)ccc2nc1Cl (stereo unspecified) | -5.1 | -1.8% |
| CC(C)(C)c1ccc(C(=O)O)c(C(=O)c2ccc(C(=O)O)cc2)c1 | -17.9 | 1.3% |
| O=[N+]([O-])c1ccc(/C=N\N2CCN(c3ccc(Cl)cc3)CC2)cc1 | / | -5.8% |
| COc1ccc(N(CC(=O)NCc2ccco2)S(C)(=O)=O)cc1 | / | 2.5% |
| COc1ccc(CNC(=O)C2CCCN2S(=O)(=O)c2ccc(F)cc2)cc1 (stereo unspecified) | 14.3 | 1.8% |
| O=C(CNC(=O)c1ccccc1)Nc1ccsc1C(=O)O | / | 1.3% |
| C=CCNc1nc(N2CCOCC2)nc(N2CCOCC2)n1 | / | 4.3% |
| COc1cccc(C(=O)Nc2cc(-c3cn4cccnc4n3)ccc2C)c1 | 7.2 | 2.2% |
| O=S(=O)(/N=C(/Nc1cccc2ccccc12)c1ccccc1)c1cccs1 | -9.9 | -4.6% |
| Cn1nc(C(=O)N2CCc3ccccc32)c2ccccc2c1=O | 6.1 | 7.9% |
| COc1cc(S(=O)(=O)NCCN2CCOCC2)c(OC)cc1Cl | -8.3 | 1.5% |
| Cc1ccc(/C=C2\C(=O)ON=C2c2ccccc2)o1 | 30.7 | -2.5% |
| O=C(Nc1ccc2c(c1)nc1n2CCN(C2CCCCC2)C1)NC1CCCCC1 | 1.1 | -9.8% |
| O=C1C(=O)N(CC(=O)N2CCCC2)c2ccccc21 | -2.6 | 0.6% |
| COc1cc(CCC(=O)O)on1 | -6.1 | 1.0% |
| Cc1cccc(N=C2CSC(=O)N2)c1 | -4.9 | 1.7% |
| O=C(Nc1nc2c(cc3c4c(cccc42)CC3)s1)c1ccccc1Cl | 28.4 | -1.0% |
| Cc1nc(SCCOc2ccccc2F)[nH]c(=O)c1Cc1ccccc1 | 6.2 | -6.0% |
| O=C(COC(=O)CCCSc1nc2ccccc2[nH]1)Nc1cccc(F)c1 | 15.1 | 2.3% |
| Cc1ccccc1NNC(=O)C(=O)NNc1ccccc1C | 10.5 | -0.1% |
| c1ccc2sc(NN=C3CCCCCC3)nc2c1 | -8.0 | -3.1% |
| CC(C)Sc1nc2c([nH]1)c(=N)ncn2Cc1ccccc1 | -17.1 | -2.2% |
| CCc1cc2ccc(C)cc2nc1SCC(=O)NNC(=O)c1ccco1 | -10.4 | 2.6% |
| COc1cc(/C=C/C(C)=O)cc(OC)c1OC | -1.8 | -3.0% |
| CCCc1nc2scc(-c3ccccc3)c2c(=O)n1N | / | -1.6% |
| O=C(CN1CCN(S(=O)(=O)c2ccccc2)CC1)Nc1ccccc1C(=O)c1ccccc1 | 13.7 | 4.0% |
| CCSc1nnc(NC(=O)Cc2ccccc2OC)s1 | 21.7 | -3.1% |
| CC/C(O)=C1\C(=O)CCCC1=NCCc1nc2ccccc2[nH]1 | 3.0 | / |
| CN1CCc2c(sc3c2C(=O)NC(c2cn(Cc4ccccc4)c4ccccc24)N3)C1 (stereo unspecified) | -3.8 | -11.9% |
| CCn1c(CN2C(=O)CSc3ccccc32)n[nH]c1=S | 69.9 | / |
| COc1ccc(N2CCN(c3ccc(NC(=O)c4ccc5c(c4)OCO5)cc3C#N)CC2)cc1 | / | -6.5% |
| Cc1onc(-c2ccccc2Cl)c1C(=O)N(C)C1CCCCC1 | 8.1 | -3.2% |
| CCOc1ccc(NC(=O)CSc2nc(N)c(-c3ccccc3)c(=O)[nH]2)cc1 | -0.2 | -2.5% |
| O=C(NC1CCCCC1)C(c1ccc(F)cc1)N(Cc1ccccc1)C(=O)CN1C(=O)c2ccccc2S1(=O)=O (stereo unspecified) | 3.2 | 2.3% |
| COc1cccc(C2N(c3ccc(Cl)cc3)C(=O)C3CCCN32)c1 (stereo unspecified) | 9.4 | -2.8% |
| Cc1ccc(OCc2nc(C#N)c(NCc3ccco3)o2)cc1 | 2.5 | 2.9% |
| CC(C)=CCN1CCN(CCCn2cccn2)CC1CCO (stereo unspecified) | -5.0 | -5.0% |
| COc1ccc(CCC(=O)N/N=C\c2cccs2)cc1 | / | 1.8% |
| COc1ccc(S(=O)(=O)NC(C)C)cc1-n1cnnn1 | -11.0 | 0.9% |
| O=C(CCN1CCCCC1)NNC(=O)C12CC3CC(CC(C3)C1)C2 | 3.6 | -0.7% |
| CCOC(=O)c1c(NC(=O)C2COc3ccccc3O2)sc2c1CCN(Cc1ccccc1)C2 (stereo unspecified) | 20.6 | 0.2% |
| Cc1oc2c(C)c(O)ccc2c(=O)c1N1C(=O)c2ccccc2C1=O | 4.1 | 1.6% |
| Cn1c2c(c(=O)n(C)c1=O)C(CC(=O)Nc1ccccc1)C(=O)N2 (stereo unspecified) | 5.0 | 0.6% |
| CC(C)[C@H](NC(=O)c1ccccc1)C(=O)OCC(=O)N1CC2(C)CC1CC(C)(C)C2 (stereo partly specified) | 6.0 | 7.8% |
| Cc1ccc(NC(=O)c2cc(=O)c3ccccc3o2)cc1S(=O)(=O)N1CCOCC1 | 19.3 | 0.7% |
| COc1ccc2[nH]c(=O)cc(C(=O)O)c2c1 | / | 3.1% |

New compounds follow
| mol | RmlCD inh 1536 | M. tuberculosis GlmU |
| --- | --- | --- |
| O=C(c1cccc(C(F)(F)F)c1)N1CCCC1 | / | 2.1% |
| COc1cc(OC)nc(NC2OC(=O)c3ccccc32)n1 (stereo unspecified) | / | 11.8% |
| O=C1C(c2ccc(F)cc2)N(Cc2ccc3c(c2)OCO3)C(=O)CN1C1CCCC1 (stereo unspecified) | / | 0.9% |
| COc1ccc(N2C(=O)CSC2c2cccs2)cc1 (stereo unspecified) | -4.4 | 3.7% |
| O=C(NCc1ccc(N2CCCC2=O)cc1)c1cccc(Cl)c1 | 9.2 | 0.7% |
| COc1ccc(OCCCC(=O)N2CCCc3ccccc32)cc1 | 2.3 | -2.6% |
| CN(C)c1nc(=S)nc(NCc2ccccc2)[nH]1 | -14.7 | -0.5% |
| Cc1cccc(C)c1NC(=S)N(CCN1CCCCCC1)Cc1ccco1 | 3.1 | 0.9% |
| O=C(NCCN1CCOCC1)c1cc(-c2cccs2)on1 | / | 0.3% |
| COc1cc(-c2nc(-c3ccccc3)c(-c3cc([N+](=O)[O-])ccc3C)[nH]2)cc(OC)c1OC | / | 0.6% |
| CCN(CC)c1ccc(/C=N/N2CCN(Cc3ccc(C)cc3)CC2)c(O)c1 | 14.3 | -5.2% |
| CCOC(=O)c1sc2nc(SCC#N)n(CC3CCCO3)c(=O)c2c1C (stereo unspecified) | 0.8 | -4.5% |
| Cc1ccc(-c2nc3ccccc3c(=O)n2-c2cccnc2)cc1 | 3.3 | 2.5% |
| COC(=O)c1cccc(NC(=O)Nc2ccccc2OC)c1 | 9.4 | 3.0% |
| COC(=O)CSc1ccsc1C(=O)O | -6.6 | / |
| O=[N+]([O-])c1ccc(S(=O)(=O)Nc2ccc(-c3csc(-c4ccccc4)n3)cc2)cc1 | -7.2 | 0.0% |
| CCCSc1nnc(CSc2ncccn2)n1C | -8.4 | -4.9% |
| O=C(NCc1cccnc1)c1ccc2c(c1)OCO2 | -8.7 | 4.6% |
